# procasp7 counter = counter-screen: procaspase-7 (human) activation; 330,000 tested, 0.093% active; recombinant procaspase-7, Ac-DEVD-pNA absorbance 405 nm; D23A/D198A/D206A triple mutant, cannot self-cleave; scale: DMSO 0, 5 µM enzyme 100; P55210; AID 463210; activation, % at 8.5 µM;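 active = percent activation above the screen-wide mean plus 3 SD, cut at about 25% in these data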
# Target sequence (P55210 whole entry D23A/D198A/D206A): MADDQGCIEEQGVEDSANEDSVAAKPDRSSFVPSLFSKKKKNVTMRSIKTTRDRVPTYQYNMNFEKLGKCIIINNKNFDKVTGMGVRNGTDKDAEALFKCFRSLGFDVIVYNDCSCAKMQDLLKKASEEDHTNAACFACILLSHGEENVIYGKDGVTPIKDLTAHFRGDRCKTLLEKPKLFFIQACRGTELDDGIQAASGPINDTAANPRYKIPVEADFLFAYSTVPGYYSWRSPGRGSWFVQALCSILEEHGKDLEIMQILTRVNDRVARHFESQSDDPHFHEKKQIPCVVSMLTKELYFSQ
#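 Assay system: Uncleavable procaspase-7 mutant enzyme / Input: 2 µM procaspase-7 mutant as dispensed / Dosing: single nominal 8.5 µM compound dose, 0.8% DMSO final / Timing: 1 h enzyme–compound preincubation and 2 h substrate reaction, both 25 °C / Detection: p-Nitroaniline absorbance at 405 nm, read at 0 and 120 min / Replication: singlicate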
# PP1 inh = PP1-alpha (human) inhibition in PP5 counter-screen; inhibition, % at 6.7 µM; purified PP1alpha, OMFP fluorescence; 320,000 tested, 0.9% active; P62136; AID 2235;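 active = inhibition above the mean inhibition of all tested compounds plus 3 SD, computed separately for each screening campaign, cut at about 15% in these data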
# Target sequence (P62136 whole entry, looked up): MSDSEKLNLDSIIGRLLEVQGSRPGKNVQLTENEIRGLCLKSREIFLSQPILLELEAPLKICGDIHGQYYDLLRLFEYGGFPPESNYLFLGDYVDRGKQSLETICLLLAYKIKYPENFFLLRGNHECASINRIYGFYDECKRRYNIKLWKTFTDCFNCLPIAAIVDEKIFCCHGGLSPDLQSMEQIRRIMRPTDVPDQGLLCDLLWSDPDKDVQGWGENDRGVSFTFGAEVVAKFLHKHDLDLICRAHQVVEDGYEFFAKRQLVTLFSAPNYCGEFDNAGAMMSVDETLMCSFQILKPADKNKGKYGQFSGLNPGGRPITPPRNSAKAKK
# procasp3 activ = activates human procaspase-3 | P42574 | recombinant procaspase-3 D3A, Ac-DEVD-pNA absorbance 405 nm | activation, % at 8.5 µM | 330,000 tested, 0.11% active | AID 463141;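 active = activation above the mean of all tested compounds plus 3 SD, cut at about 21% in these data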;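 also: 0% = DMSO alone and 100% = DMSO wells spiked with extra 5 µM PC-3 D3A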
#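 System: Procaspase-3 D3A mutant. Medium: Zinc-free 300 mM NaCl, 50 mM HEPES, 0.01% Triton X-100. Schedule: 1 h preincubation plus 2 h reaction at 25 °C. Measured by: 405 nm absorbance of p-nitroaniline, reads at 0 and 120 min. Read-out: percent activation relative to control range.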
# VLA-4 inh = inhibition in a human VLA-4 binding assay; 330,000 tested, 0.2% active; VLA-4 expressing cells, ligand binding flow cytometry; P13612; AID 2557; inhibition, % (about 7 µM as worked out from the volumes in the protocol); in the data active = inhibition above about 50%
# JMJD2C inh = human JMJD2C demethylase inhibition; AID 2099; inhibition, % at 2.35 µM; Q9H3R0; GST-JMJD2C(1-420) H3K9me3 demethylation, DELFIA europium; 330,000 tested, 0.069% active;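 active = more than half of a compound's replicate wells show inhibition beyond 50%, single wells judged on their own value; inconclusive = some, but no more than half, of replicates pass 50% inhibition; inactive = no replicate passes 50% inhibition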;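 also: signal counts dimethyl H3K9 product captured on neutravidin plate; 0% = median of DMSO wells and 100% = 0.3 times that DMSO median; strong numbers were not always called active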
# Target sequence (Q9H3R0 1-420 limits assumed): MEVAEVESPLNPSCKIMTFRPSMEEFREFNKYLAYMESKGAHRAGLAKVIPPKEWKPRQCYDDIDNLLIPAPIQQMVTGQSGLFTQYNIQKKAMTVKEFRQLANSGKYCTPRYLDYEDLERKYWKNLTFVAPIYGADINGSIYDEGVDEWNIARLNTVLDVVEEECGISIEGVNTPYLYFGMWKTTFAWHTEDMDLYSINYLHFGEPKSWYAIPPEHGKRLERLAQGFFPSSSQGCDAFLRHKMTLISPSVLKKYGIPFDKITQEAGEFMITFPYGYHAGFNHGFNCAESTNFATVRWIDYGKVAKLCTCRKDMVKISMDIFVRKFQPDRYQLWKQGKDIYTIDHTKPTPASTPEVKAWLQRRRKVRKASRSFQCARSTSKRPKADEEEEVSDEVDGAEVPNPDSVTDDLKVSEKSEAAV
# PP5 primary = inhibitors of human protein phosphatase 5 (PP5); P53041; purified PP5c, OMFP substrate fluorescence; inhibition, % at 6.7 µM; 320,000 tested, 0.18% active; AID 1987;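 active = inhibition above the campaign's mean inhibition across all tested compounds plus 3 SD, cut at about 9.5% in these data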;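 also: 0% = DMSO only and 100% = 100 µM cantharidin control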
# GRK2 aptamer HTS = human GRK2 inhibition via aptamer displacement | P25098 | bead flow cytometry, FAM-aptamer displacement from GRK2 | inhibition of aptamer binding, % at 10 µM | 330,000 tested, 0.59% active;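 active = inhibition of aptamer binding above 40%, roughly 3 SD of noise, on plates passing a quality check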;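 also: median bead fluorescence of bound FAM aptamer so fluorescent compounds give negative values; no value below 0 was filed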
# core dimer inh = HCV core protein dimerization inhibition | TR-FRET GST/Flag-core106 dimerization, 1536-well | inhibition, % at 5 µM | 300,000 tested, 0.33% active | AID 1899;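 active = inhibition above the mean of all tested compounds plus 3 SD, set per screening campaign, cut at about 45% in these data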
#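 test system = GST/Flag-tagged HCV core106 proteins | probe or stimulus = Eu donor and XL665 acceptor anti-tag antibodies | times = compound-protein-antibody incubation 4 h at 22.5 °C | signal = TR-FRET, excitation 340 nm, emission 617 and 671 nm | measure = percent inhibition of core106 dimerization signal | controls = wells lacking GST-core106 and wells with excess unlabelled core106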
# CTSL1 counter = cathepsin L1 inhibition, PFM18AAP counter-screen; recombinant F. hepatica cathepsin L1, Z-Leu-Arg-MCA fluorescence; inhibition, % at 5.96 µM; 300,000 tested, 0.49% active;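 active = inhibition above the mean of all tested compounds plus 3 SD, set per screening campaign, cut at about 17% in these data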;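 also: 0% = plate median of test compound wells and 100% = 1 µM Z-Phe-Ala-diazomethylketone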
# Starred values were filed as active, the others as inactive; i = inactive; ? = inconclusive; · = no result given.
SMILES,procasp7 counter,PP1 inh,procasp3 activ,VLA-4 inh,JMJD2C inh,PP5 primary,GRK2 aptamer HTS,core dimer inh,CTSL1 counter
Cc1ccc2ncnc(Nc3cccc(C(=O)O)c3)c2c1,6,4,-5,-6,-7,1.3,0,2,2
CCC(C)(C)C1CCc2[nH]nc(C(=O)NCc3ccc(Cl)cc3)c2C1 (stereo not drawn),6,10,6,9,5,1.7,1,10,3
COc1ccccc1/C=C(\NC(=O)c1ccc(OC)c(OC)c1)C(=O)Nc1cccc([N+](=O)[O-])c1,-4,1,4,5,-35,-0.4,0,41,-1
Cc1nnsc1NC(=O)OCc1ccc(C(C)(C)C)cc1,8,1,-8,0,2,1.1,0,5,-1
CCCCOc1ccccc1Cn1c(=O)oc2ccccc21,-4,0,3,3,13,0.6,0,-3,6
COc1ccc2ccccc2c1CN1CCN(C(=O)c2ccco2)CC1,-2,1,-9,-6,0,4.2,2,-2,0
C=CCOc1ccc(/C=C/C(=O)OCC(=O)NCc2ccco2)cc1,-1,-3,-9,0,-6,-2.3,7,-2,4
CCN(c1ccccc1)S(=O)(=O)c1ccc(Cl)c(NC(=O)COC(=O)c2cc(O)c3ccccc3c2O)c1,-8,14,-9,16,11,2.5,0,31,4
Cc1ccsc1C(=O)NCCC(c1ccccc1)c1ccccc1,-6,1,2,5,5,6.2,1,6,1
O=C(Nc1ccc2oc(-c3ccccc3)nc2c1)c1cccs1,20,2,0,6,6,1.2,0,6,3
COc1cccc(C(=O)NC2=NCCS2)c1,14,-1,-3,7,-3,2.9,0,-6,-1
CC(/C=N/NC(=O)c1cc(C2CC2)[nH]n1)=C\c1ccccc1,1,1,-1,15,-7,-0.3,0,2,-3
Cc1nc2nc(SCC(=O)NCCCN3CCCC3)nn2c(C)c1Cc1ccccc1Cl,-3,3,-7,0,-1,3.1,0,-1,0
COc1ccccc1NS(=O)(=O)c1cccc(C(=O)NN)c1,2,-6,8,4,-1,2.3,0,2,-4
CC(=O)Nc1ccc2nc(-c3ccco3)[nH]c2c1,0,-4,-13,15,-6,3.2,2,-2,2
O=C1/C(=C/c2cccs2)N=C(c2cccs2)N1Nc1ccccc1,-2,6,-46,-6,13,0.3,4,13,3
CN1CCCN(C(=O)c2ccc(Cl)c(S(=O)(=O)N(C)c3ccccc3)c2)CC1,8,-2,8,12,4,0.8,1,-4,-3
O=Nc1c(O)n(Cc2cccc(C(F)(F)F)c2)c2ccccc12,6,11,3,4,1,6.7,0,-6,-1
O=C(Cc1cccs1)N/N=C/C=C\c1ccccc1[N+](=O)[O-],-4,5,-2,-5,71,0.3,2,-1,1
O=C(COC(=O)CCOc1ccccc1)NCc1ccco1,4,-3,-2,4,5,1.4,13,62*,-42
O=C(N/N=C/c1ccc2nccnc2c1)c1cccc([N+](=O)[O-])c1,6,-2,3,12,-1,0.0,2,-9,-5
CCOC(=O)c1cccc(NC(=O)CSc2nnc(C)n2Cc2ccccc2)c1,0,4,4,-2,-4,0.8,1,2,10
COc1cccc(-n2nnc3c(=O)n(CC(=O)N4CCCCC4)cnc32)c1,-10,-4,5,1,-2,2.6,0,4,-4
CC(=O)Nc1ccc(NC(=O)COc2ccc(Br)cc2C)cc1,3,-1,-3,0,-1,2.5,0,-5,0
O=C(Cc1ccc(S(=O)(=O)N2CCCC2)s1)Nc1cccc([N+](=O)[O-])c1,6,·,9,-3,-2,·,0,·,·

# (listing goes on)
SMILES,procasp7 counter,PP1 inh,procasp3 activ,VLA-4 inh,JMJD2C inh,PP5 primary,GRK2 aptamer HTS,core dimer inh,CTSL1 counter
CCCCCCCC(=O)N1c2ccccc2NC(=O)C1CC(=O)Nc1ccc(C(=O)O)cc1 (stereo not drawn),-1,-3,-7,-3,12,1.2,3,0,5
Cc1cccc(N2CCN(C(=O)c3ccc(NC(=O)CC4SC(N5CCCC5)=NC4=O)cc3)CC2)c1C (stereo not drawn),3,·,9,-4,-3,·,1,·,·
COc1c(Cl)cc(-c2noc(C)c2C(=O)NCc2ccc3c(c2)OCO3)cc1Cl,14,2,-8,6,-1,2.8,6,1,5
c1ccc2nc3c(nc2c1)c1ccccc1n3CCN1CCOCC1,0,1,10,15,1,-0.1,4,-4,3
CCN(CC)c1ccc(C2C(C(=O)OC(C)C)C(=O)CC(C)(O)C2C(=O)OC(C)C)cc1 (stereo not drawn),-1,-1,3,-8,16,0.9,0,4,6
COc1ccc(Oc2ccccc2/C=C/C(=O)O)cc1,0,-1,-5,21,-3,0.1,1,6,-2
COc1cccc(CN2CCN(S(=O)(=O)c3ccc(Cl)s3)CC2)c1,-2,2,-2,-2,40,1.5,4,-8,1
CCOC(=O)c1sc(NS(=O)(=O)c2ccc(C)cc2)nc1C,-5,-9,1,6,16,3.2,0,-1,2
COc1c(C)cccc1C(=O)NC(=S)Nc1ccccc1N1CCCC1,1,2,9,3,2,-0.4,2,-2,4
Cc1nc2cc(S(=O)(=O)N3CCC(C(=O)O)CC3)ccc2n1C1CCCC1,-13,-3,-3,-138,1,3.5,4,-3,0
CO/C([O-])=N/c1c[n+](-c2ccc(Cl)cc2)no1,1,-2,5,0,7,1.1,0,1,1
CCOc1cc(C(=O)NCc2ccco2)cc(OCC)c1OCC,-1,1,-3,14,-4,0.0,2,-19,1
O=c1ccc2c(o1)/C(=C/C=C(Cl)Cl)CCC2,-6,-2,-10,-1,-5,-0.2,1,1,3
O=C(COC(=O)CC1CCCCC1)Nc1c(Cl)cccc1Cl,-16,2,-3,0,9,4.5,3,·,·
O=C(O)CN1C(=O)/C(=C\c2cc(Br)ccc2OCc2ccccc2Cl)SC1=S,-19,15,-8,4,1,1.1,4,12,0
CN(C)c1ccc(C(C(=O)NC(C)(C)C)N(C(=O)c2csnn2)C2CC2)cc1 (stereo not drawn),-4,2,0,-2,-5,2.3,0,-1,-4
Cc1ccc(NC(=O)COC(=O)/C=C/c2ccccc2)cc1S(=O)(=O)N1CCOCC1,1,-5,-4,11,-20,-2.6,0,1,-6
CCOc1cc(C(=O)OCc2ccc([N+](=O)[O-])cc2)ccc1OCC(=O)N1CCOCC1,-3,0,12,-10,-3,0.0,3,1,-1
CCCCC(CC)CNC(=O)c1ncn[nH]1 (stereo not drawn),3,-3,8,0,6,1.1,0,4,-2
Cc1nc2ccc(Nc3ccncc3)cc2s1,14,14,6,-20,-3,-0.8,0,-4,-5
Fc1ccccc1CNCc1ccc2c(c1)OCO2,-7,5,4,10,-7,-2.1,0,2,-1
CCC(CC)N1CCN(C(=O)c2cc(OC)c(OC)c(OC)c2)CC1,-3,-2,4,4,i,1.1,0,5,-1
COc1ccc(C2/C(=C(/O)c3ccccc3)C(=O)C(=O)N2c2ncccn2)cc1OC (stereo not drawn),-2,0,2,3,-3,-0.9,2,3,1
O=C(NCc1ccccn1)C(C(=O)c1cccc([N+](=O)[O-])c1)n1cc(Cl)ccc1=O (stereo not drawn),3,-4,9,7,-6,0.5,0,-2,2
COc1ccccc1C(=O)N1CCN(c2cccc(C(F)(F)F)c2)CC1,7,-2,5,-7,-5,1.1,2,1,1

# Four records drawn at random from the list so far:
SMILES,procasp7 counter,PP1 inh,procasp3 activ,VLA-4 inh,JMJD2C inh,PP5 primary,GRK2 aptamer HTS,core dimer inh,CTSL1 counter
CO/C([O-])=N/c1c[n+](-c2ccc(Cl)cc2)no1,1,-2,5,0,7,1.1,0,1,1
O=C(NCc1ccccn1)C(C(=O)c1cccc([N+](=O)[O-])c1)n1cc(Cl)ccc1=O (stereo not drawn),3,-4,9,7,-6,0.5,0,-2,2
O=C(COC(=O)CC1CCCCC1)Nc1c(Cl)cccc1Cl,-16,2,-3,0,9,4.5,3,·,·
Cc1nc2ccc(Nc3ccncc3)cc2s1,14,14,6,-20,-3,-0.8,0,-4,-5

# (more compounds)
SMILES,procasp7 counter,PP1 inh,procasp3 activ,VLA-4 inh,JMJD2C inh,PP5 primary,GRK2 aptamer HTS,core dimer inh,CTSL1 counter
O=C(Oc1oc(-c2ccco2)nc1C=Nc1ccccc1)c1ccco1,-5,-1,0,-2,2,3.1,6,-5,20*
Cc1cc(-c2nnc(SCC(=O)Nc3nc(-c4ccc(Cl)cc4)cs3)o2)no1,2,0,0,6,11,-0.9,3,15,1
CCCC1=NN(C(=O)C(=O)Nc2ccc(Br)cc2)C(O)(C(F)(F)F)C1 (stereo not drawn),8,1,-1,0,2,1.0,2,7,3
Cc1cccc(OCC(=O)Nc2ccc3oc(=O)ccc3c2)c1,-2,0,16,7,1,3.0,2,0,2
COc1ccc(C(=O)N(C)C(C)c2ccon2)cc1OC1CCN(C(C)C)CC1 (stereo not drawn),10,0,-1,12,33,0.1,4,-10,-1
Cc1ccc(C(=O)Nn2cnc3ccccc3c2=O)cc1C,0,0,0,4,-1,4.1,0,-15,-3
COc1ccc2oc(=O)c(C(C)=O)cc2c1,-1,-7,10,9,5,1.3,0,6,-2
O=C1NCCCC2c3cc(O)c4ccccc4c3OC12N1CCCCC1 (stereo not drawn),-3,4,-2,-25,·,4.5,8,-8,29*
CCOC(=O)N1CCN(C(=O)CN(c2cccc(C)c2)S(=O)(=O)c2ccc(C)cc2)CC1,6,-3,8,16,?,0.8,0,16,-1
COc1ccc(S(=O)(=O)N2CCN(CC(=O)Nc3c(C)n[nH]c3C)CC2)cc1OC,5,·,3,11,-18,·,2,·,·
CCOC(=O)N1CCC(NC(=O)C2CCC(Cn3c(=O)[nH]c4ccccc4c3=O)CC2)CC1 (stereo not drawn),0,2,2,-14,1,1.2,1,-3,-3
CC(Sc1nnc(CC(=O)Nc2ccccc2F)n1C)C(=O)Nc1nccs1 (stereo not drawn),-6,-3,4,1,1,0.2,3,-6,2
Cc1ccc(NC(=O)Cc2nnc(SCC(=O)Nc3nncs3)n2C)cc1,0,-2,3,5,-14,0.0,0,5,1
CCc1nn(CC(=O)NCCCN(C)Cc2ccccc2)c(=O)c2cc3sc(C)cc3n12,14,-4,0,0,6,2.8,3,0,1
Cc1ncc([N+](=O)[O-])n1CCOC(=O)NC(NCc1ccccc1)C(Cl)(Cl)Cl (stereo not drawn),5,-1,11,8,4,-0.7,1,-3,1
O=C(c1ccco1)N1CCN(CC(O)COc2ccc3oc4ccccc4c3c2)CC1 (stereo not drawn),-1,2,-7,21,-3,3.3,0,-2,2
CC1=C(C(=O)OCCBr)C(c2cccc3ccccc23)NC(=O)N1 (stereo not drawn),-9,-3,2,10,-5,-1.6,2,11,-10
Cc1ccc(C(O)CN2C3=NCCCN3c3ccccc32)cc1 (stereo not drawn),9,-2,-4,10,6,-1.7,1,0,0
CCOC(=O)Cc1cc(=O)[nH]c(=O)[nH]1,4,-4,2,-1,1,4.7,1,-2,1
CCOC(=O)C1=C(O)CSC1=Nc1cccc(Cl)c1,6,2,-1,16,38,0.3,0,-3,0

# Screening data (PubChem BioAssay)
